Source: PubChem BioAssay (Sanford-Burnham Center for Chemical Genomics)
697 NFkB inh = lowers PMA/ionomycin-induced NF-kB signal in 697 B cells; 697 B-cell NF-kB luciferase reporter, 16 h; actives 0.33% (n = 330,000); inhibition, % at 4 µM; in the data active = inhibition above about 35%
tim10-1 inh = growth inhibitors of tim10-1 mutant yeast | S. cerevisiae tim10-1 ts strain growth, BacTiter-Glo, 24 h | inhibition, % at 20 µM | actives 2.2% (n = 330,000);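 active = inhibition of at least 40%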;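 also: mutant grown at 25 °C; 0% = DMSO wells with yeast and 100% = wells holding no yeast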
tim23-1 inh = tim23-1 yeast growth inhibition; AID 463212; inhibition, % at 20 µM; actives 1.3% (n = 330,000); S. cerevisiae tim23-1 growth, BacTiter-Glo luminescence, 24 h;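 active = growth inhibition of the mutant yeast at or above 50%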;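 also: temperature-sensitive mutant grown at 25 °C; plate controls were DMSO-treated mutant yeast for no effect and medium wells lacking yeast for full effect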
Mdm2-MdmX inh = inhibitors of human Mdm2/MdmX interaction; SaOS-2 split-luciferase Mdm2/MdmX complementation, luminescence; inhibition, % at 8 µM; O15151+Q00987; actives 3% (n = 330,000);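 active = inhibition of at least 50% at 8 µM in the primary screen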
Target sequence (O15151 whole entry, looked up): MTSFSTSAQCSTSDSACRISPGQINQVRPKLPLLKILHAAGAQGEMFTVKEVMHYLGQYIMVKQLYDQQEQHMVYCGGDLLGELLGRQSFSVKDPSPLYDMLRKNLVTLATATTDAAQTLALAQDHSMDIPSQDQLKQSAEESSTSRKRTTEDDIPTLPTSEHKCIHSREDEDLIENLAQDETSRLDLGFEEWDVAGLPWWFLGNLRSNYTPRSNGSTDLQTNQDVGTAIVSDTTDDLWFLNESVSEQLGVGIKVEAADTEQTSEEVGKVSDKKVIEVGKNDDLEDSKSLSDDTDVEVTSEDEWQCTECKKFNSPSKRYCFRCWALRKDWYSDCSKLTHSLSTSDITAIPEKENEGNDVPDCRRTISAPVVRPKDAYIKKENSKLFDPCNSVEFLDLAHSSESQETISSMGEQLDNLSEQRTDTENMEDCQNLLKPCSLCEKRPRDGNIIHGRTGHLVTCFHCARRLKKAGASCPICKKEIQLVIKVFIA
Target sequence (Q00987 whole entry, looked up): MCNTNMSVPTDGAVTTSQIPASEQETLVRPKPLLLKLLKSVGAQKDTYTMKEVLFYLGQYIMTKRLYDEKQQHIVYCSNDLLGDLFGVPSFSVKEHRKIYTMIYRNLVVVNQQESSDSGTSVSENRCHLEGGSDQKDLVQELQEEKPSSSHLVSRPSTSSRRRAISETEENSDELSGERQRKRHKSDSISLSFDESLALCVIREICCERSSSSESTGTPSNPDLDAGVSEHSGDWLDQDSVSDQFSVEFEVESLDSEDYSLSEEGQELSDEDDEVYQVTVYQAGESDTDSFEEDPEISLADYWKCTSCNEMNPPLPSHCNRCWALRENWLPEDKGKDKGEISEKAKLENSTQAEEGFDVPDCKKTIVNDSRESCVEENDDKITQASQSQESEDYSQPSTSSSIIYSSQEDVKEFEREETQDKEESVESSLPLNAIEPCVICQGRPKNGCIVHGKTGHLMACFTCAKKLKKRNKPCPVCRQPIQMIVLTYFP
UPR XBP1 act = activators of adaptive arm of unfolded protein response (XBP1) | AID 463104 | activation, % at 20 µM | CHO-XBP1 luciferase reporter, IRE1-XBP1 UPR activation, luminescence; percent of tunicamycin response, DMSO as zero | actives 0.33% (n = 330,000);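 active = versus positive control, 20 µM dose yields 30% or more activation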;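 also: 100% = tunicamycin at 10 µg/mL and 0% = DMSO only wells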
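Signal: luciferase luminescence; Assay system: CHO-XBP1 luciferase reporter cells; Amount: one thousand reporter cells per well; Dosing: 20 µM single concentration, DMSO 1%; Benchmarks: high control tunicamycin 10 µg/mL final, low control DMSO vehicle only; Schedule: 6 h compound exposure at 37 °C, 5% CO2; Evaluation: percent activation relative to tunicamycin reference.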
CHOP UPR activ = apoptotic UPR (CHOP) activation; CHO-CHOP luciferase reporter, luminescence; percent of tunicamycin response over DMSO baseline; activation, % at 10 µM; actives 0.34% (n = 330,000);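 active = at 10 µM dose, activation of 40% or more, normalized to positive control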;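 also: 100% = tunicamycin at 10 µg/mL and 0% = DMSO alone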
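System: CHO-CHOP luciferase reporter cell line | Buffer or medium: F12 medium containing 10% fetal bovine serum | Doses: One dose, 10 µM in 0.5% DMSO | Times: 6 h compound exposure at 37 °C after overnight seeding | Signal: Luciferase luminescence | Read-out: % activation vs tunicamycin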
TIM10 inh = TIM10 yeast growth inhibition. S. cerevisiae TIM10 strain growth, BacTiter-Glo luminescence, 24 h. inhibition, % at 10 µM. actives 1.4% (n = 330,000). AID 463195;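 active = inhibition of 40% or more at the single tested concentration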;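 also: wild-type TIM10 isogenic control strain grown at permissive 25 °C; 0% = DMSO yeast wells and 100% = minimal medium wells without yeast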
Jurkat NFkB inh = lowers PMA/ionomycin-induced NF-kB signal in Jurkat cells; inhibition, % at 4 µM; actives 0.53% (n = 330,000); PMA/ionomycin-induced NF-kB luciferase reporter, luminescence; AID 435003; in the data active = inhibition above about 50%
* marks the source's active call; other numbers are inactive results. Not a hit list, and some 6.6% of all compounds hit somewhere here.

| entry | molecule | 697 NFkB inh | tim10-1 inh | tim23-1 inh | Mdm2-MdmX inh |
| --- | --- | --- | --- | --- | --- |
| 1 | COc1ccc(-c2cc(=O)oc3cc(OCC(=O)N[C@@H](Cc4c[nH]c5ccccc45)C(=O)O)ccc23)cc1 | 0 | 16 | 2 | 3 |
| 2 | COc1ccc(S(=O)(=O)N=Nc2c(O)[nH]c3ccccc23)cc1 | -4 | 2 | 2 | -12 |
| 3 | CCOc1ccccc1OCCCC(=O)Nc1cccc(-n2cnnn2)c1C | 14 | 5 | 11 | -13 |
| 4 | Cc1[nH]c(=O)c(C#N)cc1-c1csc(-c2ccccc2)n1 | -1 | -28 | -29 | 41 |
| 5 | Cc1cc(SCc2ccc(Br)cc2)nc(=O)[nH]1 | -9 | 9 | 10 | -7 |
| 6 | CN1CCN(CC(=O)c2ccccc2F)CC1 | -6 | -2 | -7 | 15 |
| 7 | CC(=O)Nc1ccc(Nc2nc(-c3c(C)nc4ccccn34)cs2)cc1 | -59 | 2 | 0 | 66* |
| 8 | Cn1c(=O)c2c(nc(SCC(=O)Nc3ccccc3N3CCCCC3)n2C)n(C)c1=O | -54 | -5 | 26 | -16 |
| 9 | CCOC(=O)c1ccc(Nc2nc(C)cc(=O)[nH]2)cc1 | 1 | -13 | -11 | 16 |
| 10 | Cc1ccc(NC(=O)CN2C(=O)c3ccccc3C2=O)c(C)c1 | 5 | -25 | -13 | 27 |

| entry | UPR XBP1 act | CHOP UPR activ | TIM10 inh | Jurkat NFkB inh |
| --- | --- | --- | --- | --- |
| 1 | -1 | -1.3 | 1 | -4 |
| 2 | -2 | 1.1 | 3 | -1 |
| 3 | -3 | 0.4 | 12 | 14 |
| 4 | 9 | -1.3 | -34 | -4 |
| 5 | 0 | 0.6 | 9 | 0 |
| 6 | 1 | 0.6 | 1 | 1 |
| 7 | 2 | -1.9 | 5 | 40 |
| 8 | 4 | -0.2 | 14 | -23 |
| 9 | -1 | -0.8 | -13 | 1 |
| 10 | -4 | 0.4 | 97* | -2 |

New compounds follow
| entry | molecule | 697 NFkB inh | tim10-1 inh | tim23-1 inh | Mdm2-MdmX inh |
| --- | --- | --- | --- | --- | --- |
| 11 | COc1ccccc1NS(=O)(=O)c1ccc(O)c(C(N)=O)c1 | -4 | 7 | 3 | -8 |
| 12 | O=C(Nc1ccccc1F)C(=Cc1sc(N2CCOCC2)nc1-c1ccccc1)C(=O)Nc1ccccc1F | 25 | 16 | 10 | 38 |
| 13 | O=C(CCN1C(=O)/C(=C\c2cccc(Br)c2)SC1=S)N1CCOCC1 | 9 | 13 | 24 | 61* |
| 14 | Cc1ccnc(NC(=O)CCC(=O)N(CC(=O)NC(C)(C)C)c2ccc3c(c2)OCO3)c1 | 5 | -6 | 2 | 11 |
| 15 | CCCc1cc(=O)[nH]c(SCC(=O)Nc2ccc3ccccc3c2)n1 | 3 | -13 | -8 | 16 |
| 16 | CCOC(=O)c1cc2c(=O)n3ccccc3nc2n(Cc2ccco2)c1=NC(=O)c1cccc(OC)c1 | 25 | 13 | 24 | -31 |
| 17 | O=C(O)c1n[nH]c2c1CC(C1CCCCC1)CC2 (centres undefined) | -30 | 1 | 9 | 9 |
| 18 | CC1CCC(=C(C#N)C(=O)Nc2cccc(Cl)c2)CC1 (centres undefined) | -13 | 45* | 60* | 17 |
| 19 | CN(C(=O)CSc1nncn1-c1ccccc1)C1CCS(=O)(=O)C1 (centres undefined) | 6 | -16 | -4 | 17 |
| 20 | O=C(CN1CCN(S(=O)(=O)c2ccc(F)c(Cl)c2)CC1)N1CCNC1=O | 12 | 9 | 18 | -25 |

| entry | UPR XBP1 act | CHOP UPR activ | TIM10 inh | Jurkat NFkB inh |
| --- | --- | --- | --- | --- |
| 11 | -1 | -1.5 | -1 | -28 |
| 12 | 3 | -0.2 | 11 | 17 |
| 13 | -4 | 11 | 6 | 34 |
| 14 | -5 | 2.2 | 11 | -13 |
| 15 | -1 | 2.0 | -3 | -16 |
| 16 | -3 | 1.2 | 8 | -1 |
| 17 | 0 | -0.2 | -6 | 3 |
| 18 | -2 | 5.0 | 35 | 13 |
| 19 | 0 | -1.5 | -7 | -12 |
| 20 | -1 | -0.9 | -4 | 20 |

Next part.
| entry | molecule | 697 NFkB inh | tim10-1 inh | tim23-1 inh | Mdm2-MdmX inh |
| --- | --- | --- | --- | --- | --- |
| 21 | Cc1ccc(Nc2cnn(C34CC5CC(CC(CC(=O)O)(C5)C3)C4)c(=O)c2Cl)c(Cl)c1 | 12 | 12 | 18 | 23 |
| 22 | Cc1cc(C)cc(NC(=O)c2ccc(N3C(=O)C4CCCCC4C3=O)cc2)c1 (centres undefined) | -10 | -2 | 19 | -4 |
| 23 | CCN(CC)C(=O)CSc1ncnc2c1nnn2-c1ccc(OC)cc1 | 22 | 5 | 1 | 18 |
| 24 | O=C(N1CCOCC1)N1CCN(c2nc(-c3ccc(F)cc3)cs2)CC1 | -3 | 18 | 32 | -10 |
| 25 | CCC(=O)Nc1ccc2c(c1)C(=O)N(C1CCCCC1)C2=O | -17 | 12 | 18 | 14 |
| 26 | COc1ccc(-c2nc(N)n(C(C)=O)n2)cc1 | 7 | -7 | -3 | 23 |
| 27 | COc1ccc(CNC(=O)COC(=O)c2cnccn2)cc1 | 17 | -3 | 8 | 28 |
| 28 | CC1CCCCN1CCCNC(=O)C1CCN(c2nc3ccccc3o2)CC1 (centres undefined) | 8 | -8 | -8 | 7 |
| 29 | COc1ccc(N(C)S(=O)(=O)c2cccc(C(=O)NCc3ccc(C)cc3)c2)cc1 | -11 | 22 | 45 | -33 |
| 30 | CC1CCC2(CC1)NC(=O)N(Cc1cc(=O)n3ccsc3n1)C2=O (centres undefined) | 7 | 16 | 4 | 8 |
| 31 | C/C(=N\NC(=O)c1c(Cl)cnn1C)c1cccc(NC(=O)COc2ccccc2)c1 | -33 | 17 | 8 | -11 |

| entry | UPR XBP1 act | CHOP UPR activ | TIM10 inh | Jurkat NFkB inh |
| --- | --- | --- | --- | --- |
| 21 | -3 | 0.9 | 13 | 10 |
| 22 | -3 | 1.9 | -9 | -1 |
| 23 | -1 | 0.9 | 10 | 0 |
| 24 | 3 | 1.4 | 18 | 4 |
| 25 | 4 | 0.3 | 0 | -10 |
| 26 | 3 | 0.5 | -7 | -16 |
| 27 | 0 | -0.2 | -2 | 9 |
| 28 | 0 | -1.8 | -5 | -13 |
| 29 | 2 | 1.2 | 21 | -2 |
| 30 | -1 | 3.2 | -6 | 12 |
| 31 | -2 | 0.8 | 11 | -17 |

13 neighbouring entries out of the list so far:
| entry | molecule | 697 NFkB inh | tim10-1 inh | tim23-1 inh | Mdm2-MdmX inh |
| --- | --- | --- | --- | --- | --- |
| 17 | O=C(O)c1n[nH]c2c1CC(C1CCCCC1)CC2 (centres undefined) | -30 | 1 | 9 | 9 |
| 18 | CC1CCC(=C(C#N)C(=O)Nc2cccc(Cl)c2)CC1 (centres undefined) | -13 | 45* | 60* | 17 |
| 19 | CN(C(=O)CSc1nncn1-c1ccccc1)C1CCS(=O)(=O)C1 (centres undefined) | 6 | -16 | -4 | 17 |
| 20 | O=C(CN1CCN(S(=O)(=O)c2ccc(F)c(Cl)c2)CC1)N1CCNC1=O | 12 | 9 | 18 | -25 |
| 21 | Cc1ccc(Nc2cnn(C34CC5CC(CC(CC(=O)O)(C5)C3)C4)c(=O)c2Cl)c(Cl)c1 | 12 | 12 | 18 | 23 |
| 22 | Cc1cc(C)cc(NC(=O)c2ccc(N3C(=O)C4CCCCC4C3=O)cc2)c1 (centres undefined) | -10 | -2 | 19 | -4 |
| 23 | CCN(CC)C(=O)CSc1ncnc2c1nnn2-c1ccc(OC)cc1 | 22 | 5 | 1 | 18 |
| 24 | O=C(N1CCOCC1)N1CCN(c2nc(-c3ccc(F)cc3)cs2)CC1 | -3 | 18 | 32 | -10 |
| 25 | CCC(=O)Nc1ccc2c(c1)C(=O)N(C1CCCCC1)C2=O | -17 | 12 | 18 | 14 |
| 26 | COc1ccc(-c2nc(N)n(C(C)=O)n2)cc1 | 7 | -7 | -3 | 23 |
| 27 | COc1ccc(CNC(=O)COC(=O)c2cnccn2)cc1 | 17 | -3 | 8 | 28 |
| 28 | CC1CCCCN1CCCNC(=O)C1CCN(c2nc3ccccc3o2)CC1 (centres undefined) | 8 | -8 | -8 | 7 |

| entry | UPR XBP1 act | CHOP UPR activ | TIM10 inh | Jurkat NFkB inh |
| --- | --- | --- | --- | --- |
| 17 | 0 | -0.2 | -6 | 3 |
| 18 | -2 | 5.0 | 35 | 13 |
| 19 | 0 | -1.5 | -7 | -12 |
| 20 | -1 | -0.9 | -4 | 20 |
| 21 | -3 | 0.9 | 13 | 10 |
| 22 | -3 | 1.9 | -9 | -1 |
| 23 | -1 | 0.9 | 10 | 0 |
| 24 | 3 | 1.4 | 18 | 4 |
| 25 | 4 | 0.3 | 0 | -10 |
| 26 | 3 | 0.5 | -7 | -16 |
| 27 | 0 | -0.2 | -2 | 9 |
| 28 | 0 | -1.8 | -5 | -13 |

| entry | molecule | 697 NFkB inh | tim10-1 inh | tim23-1 inh | Mdm2-MdmX inh |
| --- | --- | --- | --- | --- | --- |
| 29 | COc1ccc(N(C)S(=O)(=O)c2cccc(C(=O)NCc3ccc(C)cc3)c2)cc1 | -11 | 22 | 45 | -33 |

| entry | UPR XBP1 act | CHOP UPR activ | TIM10 inh | Jurkat NFkB inh |
| --- | --- | --- | --- | --- |
| 29 | 2 | 1.2 | 21 | -2 |

Part of the list above in a different format.
Each structure is followed by: 697 NFkB inh	tim10-1 inh	tim23-1 inh	Mdm2-MdmX inh	UPR XBP1 act	CHOP UPR activ	TIM10 inh	Jurkat NFkB inh
(24) O=C(N1CCOCC1)N1CCN(c2nc(-c3ccc(F)cc3)cs2)CC1
  -3	18	32	-10	3	1.4	18	4
(25) CCC(=O)Nc1ccc2c(c1)C(=O)N(C1CCCCC1)C2=O
  -17	12	18	14	4	0.3	0	-10
